TRPML3 agonist: agonists of human TRPML3 channel | HEK293 TRPML3-YFP, Fluo-8 calcium fluorescence; 100% = the carbachol control signal | hit rate 0.29% among 220,000 | Q8TDD5 | AID 1448 | activation, % at 3 µM;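 active = activation above its plate's cutoff, the mean activation of the plate's test wells plus 3 SD, cut at about 12% in these data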;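 also: 0% = DMSO only wells and 100% = carbachol wells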
Target sequence (Q8TDD5 whole entry, looked up): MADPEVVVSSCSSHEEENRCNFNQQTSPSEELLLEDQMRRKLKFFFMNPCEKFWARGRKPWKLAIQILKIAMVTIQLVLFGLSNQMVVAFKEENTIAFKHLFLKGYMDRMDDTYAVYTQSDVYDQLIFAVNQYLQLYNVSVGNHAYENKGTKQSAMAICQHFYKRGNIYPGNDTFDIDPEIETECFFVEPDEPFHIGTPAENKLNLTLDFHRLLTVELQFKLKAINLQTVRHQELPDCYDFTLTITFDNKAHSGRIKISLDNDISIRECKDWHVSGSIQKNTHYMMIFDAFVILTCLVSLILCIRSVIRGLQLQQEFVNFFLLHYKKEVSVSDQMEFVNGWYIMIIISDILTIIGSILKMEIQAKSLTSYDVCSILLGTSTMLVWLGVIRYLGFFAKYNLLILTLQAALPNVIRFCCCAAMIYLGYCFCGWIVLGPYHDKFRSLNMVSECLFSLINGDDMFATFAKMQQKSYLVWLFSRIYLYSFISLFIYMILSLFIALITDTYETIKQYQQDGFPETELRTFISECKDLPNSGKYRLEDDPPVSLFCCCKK
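Test system – HEK293 line with stable expression of human TRPML3-YFP channel · Control set – carbachol 87 µM final as high control (100%), DMSO as low control (0%) · Signal – Fluo-8 calcium dye fluorescence, ex 470-495, em 515-575 nm · Incubation – 1-h 37 °C dye load, 5-s basal, 120-s post-compound reads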
TbHK1 inh: T. brucei hexokinase 1 inhibition; inhibition, % at 10 µM; recombinant TbHK1, G6PDH-coupled NADH A340; hit rate 0.11% among 220,000;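 active = inhibition of 50% or more in the single-dose primary screen; inactive = inhibition below 50%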
Thrombin inh: thrombin (human) inhibition; hit rate 0.26% among 220,000; P00734; alpha-thrombin, Boc-VPR-AMC fluorogenic substrate cleavage; inhibition, % at 5 µM;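 active = inhibition at or above 40%; inactive = inhibition below 40%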;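 also: 0% = enzyme with no compound and 100% = wells without enzyme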
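System – human alpha-thrombin protein · Reagent – Boc-VPR-AMC substrate, 15 µM final · Compound – 5 µM single dose in 0.2% DMSO · Schedule – reaction at room temperature · Technique – AMC fluorescence at 355 nm excitation and 460 nm emission · Read-out basis – % inhibition relative to enzyme controls and enzyme-free blanks · Control set – no-compound enzyme wells and no-enzyme blanks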
PPC-1+TRAIL kill: compounds killing PPC-1 cancer cells with TRAIL present (potentiator screen, no TRAIL-free arm). PPC-1 cells + TRAIL, ATPLite viability luminescence. cell killing (% activity), % at 4 µM. hit rate 0.41% among 220,000;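 active = cell killing above 50% in the first pass at 4 µM, then a duplicate retest at 5 µM averaging 50% or more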;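 also: plate controls were cells with TRAIL plus DMSO for no effect and medium-only wells lacking cells for full effect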
Furin inhibitor: inhibitors of human furin. purified furin, fluorogenic substrate cleavage. inhibition, % at 30 µM. hit rate 0.061% among 220,000. AID 463115; in the data active = inhibition above about 25%; also: inactives centre near -15
EBV gp42 block: EBV gp42 inhibition | inhibition, % (tested at 21.74 µM) | Fluorescence polarization binding assay, mP read-out | hit rate 0.42% among 220,000 | Q1HVG2; in the data active = inhibition above about 50%
Target sequence (Q1HVG2 whole entry, looked up): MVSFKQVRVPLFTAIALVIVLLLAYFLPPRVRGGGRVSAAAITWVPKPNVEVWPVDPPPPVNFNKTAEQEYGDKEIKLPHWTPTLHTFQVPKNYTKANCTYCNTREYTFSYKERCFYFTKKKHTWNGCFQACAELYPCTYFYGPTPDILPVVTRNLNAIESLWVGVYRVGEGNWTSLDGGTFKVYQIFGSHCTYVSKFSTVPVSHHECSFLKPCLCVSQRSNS
zfTRPN1 agonist: zebrafish TRPN1 (NompC) channel agonism; HEK293 zebrafish TRPN1-YFP, Fluo-8 calcium fluorescence; 100% = response to 87 µM carbachol; activation, % at 3 µM; hit rate 0.18% among 220,000; AID 1424;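 active = activation above its plate's cutoff, the mean activation of test wells on that plate plus 3 SD, cut at about 19% in these data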;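 also: 0% = DMSO alone and 100% = 87 µM carbachol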
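Material: zebrafish TRPN1-YFP in HEK293 cells. Doses: one dose of 3 µM, 0.3% DMSO. Incubation: dye 1 h 37 °C plus 30 min RT. Measured by: intracellular calcium fluorescence with Fluo-8.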
Calpain2 inh: inhibitors of pig calpain II; hit rate 0.37% among 220,000; inhibition, % at 16 µM; AID 1236; purified calpain II, fluorogenic peptide substrate, 30 min;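 active = inhibition above about 50%, limit read from the data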
Cl transport mod: modulates chloride dependent transport by human KCC2; KCC2 cells, thallium flux FluoZin-2 fluorescence; Q9H2X9; B-score of Tl+ flux slope (higher = more flux/activation; lower = inhibition) at 10 µM; hit rate 2.2% among 190,000; AID 1456;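 active = thallium flux slope and its plate-corrected score both differing from the plate sample mean at a set confidence after two filtering rounds, in either direction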;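 also: slope of fluorescence scaled to starting intensity during 10 to 20 s after thallium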
Active calls of the source: *; i = inactive; x = no result given; [ ] = dose if it differs, or a comment. These rows are one share of the data; the hit share may differ from the screen's.

SMILES	TRPML3 agonist	TbHK1 inh	Thrombin inh	PPC-1+TRAIL kill	Furin inhibitor	EBV gp42 block	zfTRPN1 agonist	Calpain2 inh	Cl transport mod
CNC(=S)N/N=C1\C2CN3CCN(C2)CC1(c1ccccc1)C3	0.4	4	-8	3	2	-15	2.2	-14	1
COc1ccc(CCNC(=O)c2c(N)n(CCN3CCOCC3)c3nc4ccccc4nc23)cc1	0.1	-32	-3	9	-18	2	1.1	-233	x
COc1cc(Cn2c(N)c(C(=O)NCc3ccco3)c3nc4ccccc4nc32)cc(OC)c1OC	0.6	-30	-3	25	-15[20 µM]	-11	0.7	i	-0.56
COCCOC(=O)c1c(N)n(Cc2ccccc2)c2nc3ccccc3nc12	0.7	-14	-6	3	-35	4	-0.5	i	-1.3
CCN(CC)C(=O)c1ccc(NC(=O)c2cccc(C(F)(F)F)c2)cc1	0.3	-4	-1	-4	-18	-10	1.9	19	0.68
Fc1cccc(C2NCCc3[nH]cnc32)c1 (stereo not given)	1.1	-5	-12	12	-10	-2	1.9	8	0.31
CCOC(=O)c1c(NC(=O)c2c(N)n(CCCOC)c3nc4ccccc4nc23)sc2c1CCCC2	0.4	-35	8	-18	-15[20 µM]	-22	2.3	-135	-0.73
O=C(c1cccnc1)c1cc2ccccc2[nH]1	-0.1	-35	-6	9	-13	3	0.5	5	0.17

Profiles, quoted from the list.
CNC(=S)N/N=C1\C2CN3CCN(C2)CC1(c1ccccc1)C3 is listed with TRPML3 agonist: 0.4; TbHK1 inh: 4; Thrombin inh: -8; PPC-1+TRAIL kill: 3; Furin inhibitor: 2; EBV gp42 block: -15; zfTRPN1 agonist: 2.2; Calpain2 inh: -14; Cl transport mod: 1
COc1cc(Cn2c(N)c(C(=O)NCc3ccco3)c3nc4ccccc4nc32)cc(OC)c1OC is listed with TRPML3 agonist: 0.6; TbHK1 inh: -30; Thrombin inh: -3; PPC-1+TRAIL kill: 25; Furin inhibitor: -15[20 µM]; EBV gp42 block: -11; zfTRPN1 agonist: 0.7; Calpain2 inh: i; Cl transport mod: -0.56

More entries
SMILES	TRPML3 agonist	TbHK1 inh	Thrombin inh	PPC-1+TRAIL kill	Furin inhibitor	EBV gp42 block	zfTRPN1 agonist	Calpain2 inh	Cl transport mod
Cc1c(N=Nc2c(O)n(C)c(=O)n(C)c2=O)c(=O)n(-c2ccccc2)n1C	0.8	-24	-7	6	11	-42	0.9	20	1.2
CN(C)CCOC(=O)c1cn(Cc2ccccc2)c2ccccc12	1.6	10	2	7	-9	-12	3.1	0	x
Cc1c(C(c2ccc(Cl)cc2Cl)c2c(O)c3ccccc3oc2=O)c(=O)n(-c2ccccc2)n1C (stereo not given)	-1.1	7	2	20	-18	7	-2.9	11	-2.5
OC(c1cccc(Cl)c1)(c1cccc(Cl)c1)C1CN2CCC1CC2 (stereo not given)	1.4	14	-6	26	-29	-9	2.4	-21	0.2
CC(=O)Nc1ccc([As](=O)(O)c2ccc([N+](=O)[O-])cc2)cc1	1.2	-4	1	30	-28	-12	0.4	13	0.0022
O=S(=O)(c1ccccc1)N1CC1c1ccccc1 (stereo not given)	0.4	6	-12	-26	-3	-4	-1.3	18	0.88
CCOc1ccc(-n2c(O)c(C=Nc3ccc(N(CC)CC)cc3)c(=O)[nH]c2=O)cc1	1.4	-5	-2	20	-18	82*	1.5	-54	x
Cc1c(P(=S)(c2ccccc2)c2ccccc2)[n+]2ccccc2n1C	0.8	-6	-5	4	-22	-12	0.4	-21	1.4

11 entries already listed, ordered by molecular weight, ascending:
SMILES	TRPML3 agonist	TbHK1 inh	Thrombin inh	PPC-1+TRAIL kill	Furin inhibitor	EBV gp42 block	zfTRPN1 agonist	Calpain2 inh	Cl transport mod
Fc1cccc(C2NCCc3[nH]cnc32)c1 (stereo not given)	1.1	-5	-12	12	-10	-2	1.9	8	0.31
O=C(c1cccnc1)c1cc2ccccc2[nH]1	-0.1	-35	-6	9	-13	3	0.5	5	0.17
O=S(=O)(c1ccccc1)N1CC1c1ccccc1 (stereo not given)	0.4	6	-12	-26	-3	-4	-1.3	18	0.88
OC(c1cccc(Cl)c1)(c1cccc(Cl)c1)C1CN2CCC1CC2 (stereo not given)	1.4	14	-6	26	-29	-9	2.4	-21	0.2
CC(=O)Nc1ccc([As](=O)(O)c2ccc([N+](=O)[O-])cc2)cc1	1.2	-4	1	30	-28	-12	0.4	13	0.0022
Cc1c(N=Nc2c(O)n(C)c(=O)n(C)c2=O)c(=O)n(-c2ccccc2)n1C	0.8	-24	-7	6	11	-42	0.9	20	1.2
COCCOC(=O)c1c(N)n(Cc2ccccc2)c2nc3ccccc3nc12	0.7	-14	-6	3	-35	4	-0.5	i	-1.3
CCOc1ccc(-n2c(O)c(C=Nc3ccc(N(CC)CC)cc3)c(=O)[nH]c2=O)cc1	1.4	-5	-2	20	-18	82*	1.5	-54	x
COc1cc(Cn2c(N)c(C(=O)NCc3ccco3)c3nc4ccccc4nc32)cc(OC)c1OC	0.6	-30	-3	25	-15[20 µM]	-11	0.7	i	-0.56
Cc1c(C(c2ccc(Cl)cc2Cl)c2c(O)c3ccccc3oc2=O)c(=O)n(-c2ccccc2)n1C (stereo not given)	-1.1	7	2	20	-18	7	-2.9	11	-2.5
CCOC(=O)c1c(NC(=O)c2c(N)n(CCCOC)c3nc4ccccc4nc23)sc2c1CCCC2	0.4	-35	8	-18	-15[20 µM]	-22	2.3	-135	-0.73

(listing goes on)
SMILES	TRPML3 agonist	TbHK1 inh	Thrombin inh	PPC-1+TRAIL kill	Furin inhibitor	EBV gp42 block	zfTRPN1 agonist	Calpain2 inh	Cl transport mod
COCCCn1c(N)c(C(=O)OCCOC)c2nc3ccccc3nc21	0.5	-17	-14	28	-47	-2	0.2	i	-1.1
O=P1(NCCCn2cc[n+](Cc3nc4ccccc4[nH]3)c2)C=C(c2ccccc2)OC(c2ccccc2)=C1	0.4	10	1	26	-28	-14	2.1	-19	-1.5
CCN1C(=O)NC(=O)/C(=C/c2cc(C)n(-c3sc(C)c(C)c3C#N)c2C)C1=O	0.5	-9	-4	23	-4	6	-0.1	7	-0.34
Cc1ccc(-n2c(O)c(C=NCc3cccnc3)c(=O)[nH]c2=O)cc1C	-0.8	25	2	13	-11	-28	0.6	7	0.2
CCOC(=O)C(O)(c1ccc(NC(=S)NC(=O)c2ccc(Cl)cc2Cl)c(C)c1)C(F)(F)F (stereo not given)	12*	3	-4	7	-10	7	22*	45	5.5*
COc1ccc(C2C([N+](=O)[O-])=C(N)Oc3c2c(=O)oc2ccccc32)cc1 (stereo not given)	0.4	-12	-6	26	-21	2	-0.8	0	-1.8
CC(C)CCCn1c(O)c(/C=C2/C=CC=N2)c(=O)[nH]c1=O	1.2	4	1	-2	-17	-9	1.8	30	0.21
COc1ccc(/C=C/C(=O)c2c(O)n(CCC3=CCCCC3)c(=O)[nH]c2=O)cc1OC	0.7	-19	-3	18	-15	-83	2.4	-36	-2.2
O=C(N/N=C/c1c(O)n(-c2cccc3ccccc23)c(=O)[nH]c1=O)c1ccncc1	0.2	-25	1	4	-6	-44	0.2	-7	0.01
Cn1cccc1CNCCc1ccc(F)cc1	0.6	10	-3	9	-7[20 µM]	-12	-0.3	18	1.9
CSc1ncc(/C=C2/C(=O)NC(=O)N(c3ccc(C(C)C)cc3)C2=O)cn1	0.8	-7	3	10	-11	-6	1.6	6	-0.018

Compound activity from PubChem.
